From PubChem BioAssay
inhibitors of VEEV: inhibitors of VEEV TC-83 cytopathic effect, confirmation, Vero cells (AID 588727); Vero cells, VEEV TC-83 cytopathic effect inhibition; higher % means a stronger effect; inhibition, % at 20 µM; hits with a dose series show IC50 in µM; actives 0.13% (n = 350,000); in the data active means a potency from the dose series; inconclusive means inhibition mostly from about 14% at the one dose, without a potency; inactive means the rest, 99 in 100 with inhibition below about 12%; further: strong numbers were not always called active
M. tuberculosis HTS: M. tuberculosis growth inhibition, HTS (AID 449762). actives 0.59% (n = 330,000). M. tuberculosis H37Rv growth inhibition, 7H9 media; higher % means a stronger effect. one-dose inhibition, % at 25 µM; IC50 in µM for titrated hits; in the data active means a potency from the dose series; inconclusive means inhibition above about 70% without an active follow-up result;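 further: bacterial growth assessed after seven days of incubation; strong numbers were not always called active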
H1N1 NS1A inhibition: H1N1 influenza NS1A inhibitors, functional cell based assay (AID 504329); actives 0.3% (n = 340,000); one-dose inhibition, % at 12.5 µM; IC50 in µM for titrated hits; NS1A functional cell-based assay, percent inhibition; higher % means a stronger effect; in the data active means a potency from the dose series; inconclusive means inhibition above about 27% without an active follow-up result; further: strong numbers were not always called active
Salmonella PhoP GFP: PhoP regulon inhibitors, Salmonella typhi PhoP promoter GFP reporter, confirmatory (AID 1850) | inhibition, % at 50 µM; hits with a dose series show IC50 in µM | Salmonella Typhi PhoP-promoter GFP reporter, fluorescence, 4 h; higher % means a stronger effect | actives 0.33% (n = 310,000); in the data active means a potency from the dose series; inconclusive means inhibition mostly from about 25% at the one dose, without a potency; inactive means the rest, 99 in 100 with inhibition below about 19%;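 further: 0% = induced wells with vehicle and 100% = uninduced wells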
tuberculosis growth: growth inhibition of non-replicating M. tuberculosis (AID 488890); Mycobacterium tuberculosis non-replicating, growth inhibition; higher % means a stronger effect; inhibition, % at 25 µM; hits with a dose series show IC50 in µM; actives 0.39% (n = 320,000); in the data active means a potency from the dose series; inconclusive means inhibition mostly from about 82% at the one dose, without a potency; inactive means the rest, 99 in 100 with inhibition below about 76%;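 further: plate controls were DMSO cells for no effect and high antibiotic wells for full effect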
Active calls of the source: *; i = inactive; ? = inconclusive; / = no result given.

No.	SMILES	inhibitors of VEEV	M. tuberculosis HTS	H1N1 NS1A inhibition	Salmonella PhoP GFP	tuberculosis growth
1	O=C(Nc1ccc(F)cc1)NC1CCN(Cc2ccccc2)CC1	0.1%	-5%	9%	-8%	-12%
2	CC(C)COc1ccc(C(=O)N/C(=C\c2cccc([N+](=O)[O-])c2)C(=O)O)cc1	i	-2%	-5%	-4%	-1%
3	Nc1ccc(Cl)cc1/C(=N/O)c1ccccc1	4.1%	-2%	6%	-14%	/
4	COC(=O)c1ccc(NC(=O)C(OC)c2ccccc2)cc1 (stereo not drawn)	2.3%	5%	-9%	1%	12%
5	C=CCNC(=S)Nc1ccc2nc(C)c(C)nc2c1	3.8%	13%	7%	-5%	?
6	Cc1c(C(C)NC(=O)c2cc(COc3cccc4cnccc34)on2)cnn1C (stereo not drawn)	5.7%	2%	0%	7%	5%
7	CNc1ccccc1C(C)(C)c1cc(C)[nH]n1	0.8%	3%	4%	-1%	-2%
8	Cc1ccc(C)c(NC(=O)CN(C)C(=O)C2CCN(S(=O)(=O)c3ccc4c(c3)OCCO4)CC2)c1	3.8%	-3%	-8%	4%	-4%
9	CCSC(C)CC1CC(=O)CC(=O)C1 (stereo not drawn)	4.7%	-2%	4%	-10%	10%
10	COc1ccc(C(=O)NC(=O)NC2(C(Cl)(Cl)Cl)OCCO2)cc1	i	-4%	2%	10%	-7%
11	Cc1cc(C)c(C#N)c(SCCN2CCOCC2)n1	i	-1%	0%	11%	-2%
12	CCOc1nc(NC2CCCCC2)nc(NC(C)(C)C)n1	1.0%	0%	7%	-5%	/
13	Cc1ccc(NC(=O)c2ccc(S(=O)(=O)Nc3c(C)n(C)n(-c4ccccc4)c3=O)cc2)nc1	4.0%	0%	7%	-4%	-2%
14	Clc1ccc(Cn2nnc(-c3ccc(N4CCOCC4)cc3)n2)cc1	0.8%	-2%	4%	23%	14%
15	C/C(=N\NC(=O)c1c(Cl)c(C)nn1C)c1ccc(NC(=O)COc2ccc(Cl)cc2C)cc1	0.5%	0%	0%	-4%	18%
16	COc1cc(-n2c(=O)c3ccccc3n(Cc3cc(=O)n4ccccc4n3)c2=O)cc(OC)c1OC	2.0%	1%	16%	-9%	-15%
17	O=C(CCCOc1ccccc1)N1CCN(c2ccc(F)cc2)CC1	0.1%	-3%	-3%	-4%	59%
18	O=C(CSc1nnc(-c2ccncc2)o1)NCc1ccc(Cl)cc1	0.3%	4%	6%	-7%	3%
19	O=C(Cn1c(-c2ccccn2)nc2ccccc21)N/N=C/c1cccnc1	2.0%	-5%	/	12%	10%
20	CCC(=O)NNc1ncnc2ccccc12	0.8%	1%	3%	1%	3%
21	CCOC(=O)COc1ccc(C2CC(C)=NN2c2ccccc2)cc1 (stereo not drawn)	0.7%	2.8µM*	-2%	0%	2.5µM*
22	CCOc1ccccc1C(=O)N1CCC(C(=O)c2ccc(F)cc2)CC1	8.8%	-8%	20%	0%	14%
23	O=C(O)C1=C(OCc2ccc(F)c(F)c2)C(=O)NCC1	0.2%	-9%	/	5%	-16%
24	O=C(c1cnc2sccn2c1=O)N1CCc2ccccc2C1	0.3%	6%	-1%	-8%	-3%
25	CCOC(=O)c1[nH]c(C)c(C(=O)OCC(=O)N2CCc3ccccc32)c1C	4.1%	3%	2%	0%	3%
26	Cn1nc(C(C)(C)C)cc1C(=O)Nc1nc2c(s1)C(=O)CC(C)(C)C2	2.5%	2%	-1%	-11%	12%
27	COc1ccc(CN(Cc2cccn2C)S(=O)(=O)c2cccc(C(F)(F)F)c2)cc1	i	3%	/	6%	-8%
28	CCOC(=O)C1CCN(C(=O)c2ccc(Cl)c(NC3=NC4CS(=O)(=O)CC4S3)c2)CC1 (stereo not drawn)	i	-2%	0%	0%	15%
29	O=C(Nc1ccccc1)Nc1ccccc1C(=O)NCc1ccccc1	1.1%	-8%	4%	-3%	-16%
30	N/C(=N\OC(=O)c1ccc(=O)n(Cc2ccccc2)c1)c1ccccn1	6.3%	-5%	2%	5%	-8%
31	COc1cc2c(cc1NC(=O)COC(=O)c1ccc(C(C)(C)C)cc1)oc1ccccc12	0.8%	-1%	12%	-4%	-7%
32	Cc1oc2ccc(OC(=O)COc3c(F)c(F)c(F)c(F)c3F)cc2c1C(=O)OC(C)C	0.8%	?	-9%	-1%	57%
33	CCOC(=O)C1C(c2ccc(O)cc2)NC(=O)NC1(O)C(F)(F)F (stereo not drawn)	0.2%	0%	-2%	1%	9%
34	CCC(CC)NC(=O)COc1ccc(OC)cc1C=O	5.8%	6%	-10%	-5%	/
35	O=C1C(C=NC2CC2)=C(O)c2ccccc21	3.3%	-1%	-1%	-11%	1%
36	CCCCC(=O)N/N=C/c1c(O)n(CCc2ccc(OC)c(OC)c2)c(=O)[nH]c1=O	i	3%	3%	-6%	-6%
37	CCCCCn1c(CN(C)Cc2ccccc2)nc2c1c(=O)n(C)c(=O)n2C	i	/	-3%	/	/
38	CC(C)Cn1c(SCC(=O)NCc2ccc(Cl)cc2)nnc1-c1cccc(S(=O)(=O)N2CCOCC2)c1	i	0%	-1%	-1%	24%
39	CCN(CC)c1ccc(C(NC(C)=O)NC(C)=O)cc1	1.1%	5%	-3%	-7%	19%
40	CCOc1ccc(/C=N/NC(=O)c2nnn(-c3nonc3N)c2CN2CCC(C)CC2)cc1	3.0%	24%	-4%	-20%	-12%
41	CCOC(=O)c1[nH]c2ccccc2c1N=C(C)N(CC)CC	i	-4%	0%	-2%	-4%
42	COc1cccc(CCc2nnc(CCC(=O)N3CCCC3c3nccs3)o2)c1 (stereo not drawn)	2.0%	-6%	-6%	3%	3%
43	O=c1[nH]c(=O)n(Cc2ccco2)c2c1C(C(F)(F)F)(C(F)(F)F)N=C(c1ccc(F)cc1)N2	i	-10%	3%	7%	-7%
44	COc1ccc(/C=N/Nc2ccc(C(=O)O)cc2)c(OC)c1OC	0.4%	21%	-2%	4%	1%
45	O=C(NCCCN1CCOCC1)c1ccc(Sc2ccc(Br)cc2)c([N+](=O)[O-])c1	0.2%	2%	-4%	-5%	9%
46	COC(=O)c1cc(OC)c(OC)cc1NC(=O)CCC1CCCC1	2.2%	60%	-7%	8%	18%
47	O=C(COc1ccccc1[N+](=O)[O-])NCCCN1CCCC1=O	3.5%	-11%	-2%	/	8%
48	N#CCCn1cc(/C=C2\NC(=S)N(c3ccccc3)C2=O)c(-c2ccc(F)cc2)n1	4.8%	?	-3%	7%	8%
49	Cc1ccc(CNC(=O)CCNS(=O)(=O)c2ccc3c(c2)c(=O)n(C)c(=O)n3C)cc1	i	-4%	5%	-2%	3%
50	O=C(CSc1n[nH]c(-c2ccccc2O)n1)NC1CCCCC1	3.5%	-9%	-3%	-13%	2%
51	CC1CCCCC12C(=O)NC(=O)NC2=O (stereo not drawn)	0.7%	/	-1%	/	/
52	CC(=O)C1=C(c2ccccc2)NC(=O)NC1c1ccc2c(c1)OCO2 (stereo not drawn)	i	9%	-19%	-6%	6%
53	O=C(Nc1ccc(F)cc1)c1ccc(Cn2cnnn2)cc1	1.1%	-4%	8%	4%	2%
54	CCCCCn1c(SCC(=O)c2ccccc2)nc2cc(C(=O)NCc3ccco3)ccc2c1=O	1.3%	/	2%	/	/
55	CSc1nc(O)c(C(c2ccccc2)c2c(O)nc(SC)[nH]c2=O)c(=O)[nH]1	1.4%	2%	-2%	-1%	5%
56	Cc1ccccc1NC(=O)CCN1C(=O)c2ccccc2C1=O	i	-2%	3%	2%	-12%
57	CCCOc1ccc(CNC(=S)NCc2ccc(OC(C)C)cc2)cc1	0.6%	69%	7%	-4%	?
58	CN(C)C(=O)NC(NC(=S)Nc1ccccc1)C(Cl)(Cl)Cl (stereo not drawn)	5.4%	4%	4%	11%	37%
59	NS(=O)(=O)c1cccc(NC(=O)CC2(CC(=O)O)CCCC2)c1	0.4%	5%	11%	-13%	-10%
60	Cc1ccc(S(=O)(=O)N2CCOCC2)cc1NC(=O)COC(=O)Cc1cccs1	0.5%	1%	12%	-3%	-4%

Remaining list, next part:
No.	SMILES	inhibitors of VEEV	M. tuberculosis HTS	H1N1 NS1A inhibition	Salmonella PhoP GFP	tuberculosis growth
61	CCCn1c(SCC(=O)Nc2cc(Cl)ccc2Cl)n[nH]c1=O	9.6%	-7%	9%	4%	-2%
62	COc1cc([N+](=O)[O-])c(N2CCOCC2)c([N+](=O)[O-])c1OC	1.3%	-3%	3%	-2%	-5%
63	CC1CCc2nn(CC(=O)Nc3ccc(F)cc3F)cc2C1 (stereo not drawn)	0.5%	-12%	9%	-10%	11%
64	CCCCN1C(=S)NC[C@@H]1Cc1ccc(O)cc1	0.6%	-1%	-4%	-21%	16%
65	Nc1[nH]n2c(=O)cc(-c3ccccc3)nc2c1N=Nc1ccc(S(N)(=O)=O)cc1	i	7%	4%	2%	-9%
66	CCCNC(=O)C1(CC2CC(c3ccccc3)=NO2)CCNCC1 (stereo not drawn)	0.6%	0%	1%	-11%	5%
67	CCOc1ccccc1C(=O)N1CCN=C1SC	0.4%	-5%	-16%	-9%	-4%
68	COc1ccccc1C(=O)Nc1ccc2c(c1)nc1n2CCN(C2CCCCC2)C1	8.8%	30%	8%	10%	54%
69	CCn1nnc(-c2ccccc2NS(=O)(=O)c2ccc(C(=O)OC)cc2)n1	i	3%	-5%	-11%	24%
70	O=C(Cc1ccc(-c2ccccc2)cc1)OCC(=O)N1CCCC1=O	0.2%	1%	0%	0%	17%
71	C=CCn1c(COc2ccc(Cl)cc2)nnc1SCC(=O)Nc1ccc(S(N)(=O)=O)cc1	1.8%	3%	-8%	-4%	6%
72	O=C(/C=C/c1ccco1)NCC1CCCO1 (stereo not drawn)	3.1%	-10%	2%	3%	0%
73	COc1ccc2[nH]c3c(c2c1)CCN1C(=O)N([C@@H](C)C(=O)NC2CCN(Cc4ccccc4)CC2)C(=O)[C@]31C	0.0%	2%	11%	10%	3%
74	O=c1[nH]c2cc3c(cc2cc1C(c1nnnn1Cc1ccccc1)N1CCN2CCCC2C1)OCCO3 (stereo not drawn)	0.2%	-9%	-5%	-7%	-3%
75	O=C(NC1CCCc2ccccc21)C1CCN(S(=O)(=O)c2ccccc2)CC1 (stereo not drawn)	i	0%	-3%	5%	4%
76	Nc1nc(-c2cccc(Br)c2)cs1	0.6%	-8%	7%	-2%	23%
77	c1cnc2ccc(C(c3nnnn3C3CCCCC3)N3CCN4CCCC4C3)cc2c1 (stereo not drawn)	0.3%	7%	5%	1%	20%
78	CCN(CC)S(=O)(=O)c1ccc(C(=O)Nc2ccc3c(c2)OCO3)cc1	1.9%	-4%	2%	7%	9%
79	C#CCNC(=O)C1=C[C@@H](C2CCCCC2)C[C@@H](OCCCCO)O1	0.3%	-2%	-2%	9%	24%
80	O=C(Nc1cccc(S(=O)(=O)N2CCOCC2)c1)C1CCCC1	8.0%	-4%	6%	/	20%
81	CC(C)n1cc(/C=C2/NC(=O)NC2=O)c2ccccc21	6.3%	-2%	6%	7%	7%
82	CN1CC(=O)N(CC(=O)Nc2ccc(SC(F)F)cc2)C1=O	1.3%	1%	-3%	-3%	-1%
83	Cc1ccc2c(C(=O)CN3CCN(c4ccccc4)CC3)c(C)[nH]c2c1	1.3%	-6%	3%	14%	-9%
84	Cc1cccc(OCC(=O)NNC(=O)c2ccc3nc[nH]c3c2)c1	0.5%	-7%	1%	/	2%
85	O=C(CSc1nc2ccsc2c(=O)n1CC1CCC(C(=O)O)CC1)c1ccc(F)cc1 (stereo not drawn)	1.2%	10%	-5%	-1%	6%
86	CC1CCN(S(=O)(=O)c2cccc(C(=O)NCC3CCCO3)c2)CC1 (stereo not drawn)	i	-6%	7%	-9%	-14%
87	CC(Oc1ccccc1)C(=O)NC1CCN(Cc2ccccc2)CC1 (stereo not drawn)	0.9%	2%	21%	-1%	27%

Hits appear at their usual frequency (roughly 1.5% active in at least one column).
